# From PubChem BioAssay
# M5 ag = agonists of human muscarinic M5 receptor (CHRM5); CHO-K1 hM5 cells, Fluo-8 calcium fluorescence; 0% DMSO wells, 100% maximal acetylcholine response; activation, % at 3 µM; 360,000 compounds, 0.19% hits;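 active = activation above the run's mean over test compounds plus 3 SD, cut at about 23% in these data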;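 note: signal is peak over basal fluorescence ratio across the kinetic read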
# Target sequence (P08912 whole entry, looked up): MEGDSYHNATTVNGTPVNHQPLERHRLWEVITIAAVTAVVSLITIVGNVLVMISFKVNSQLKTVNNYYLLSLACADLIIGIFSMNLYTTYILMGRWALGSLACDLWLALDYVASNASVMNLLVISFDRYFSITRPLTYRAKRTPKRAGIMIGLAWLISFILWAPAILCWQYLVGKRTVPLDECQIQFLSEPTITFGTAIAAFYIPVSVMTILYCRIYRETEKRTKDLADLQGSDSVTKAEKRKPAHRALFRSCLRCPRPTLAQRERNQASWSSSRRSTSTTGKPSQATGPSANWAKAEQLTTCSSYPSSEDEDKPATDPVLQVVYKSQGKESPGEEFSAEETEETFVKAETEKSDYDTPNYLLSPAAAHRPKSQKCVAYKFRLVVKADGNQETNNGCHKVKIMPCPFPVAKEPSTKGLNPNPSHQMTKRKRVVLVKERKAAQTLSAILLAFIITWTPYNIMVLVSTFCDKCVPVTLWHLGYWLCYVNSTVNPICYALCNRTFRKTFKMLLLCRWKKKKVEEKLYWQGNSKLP
# CRFBP-R2 block = CRF-BP/CRF-R2 complex antagonism. inhibition, % at 11.8 µM. 350,000 compounds, 0.59% hits. HEK293 CRF-R2/CRF-BP, CRF-induced calcium fluorescence;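 active = inhibition of the ligand-induced calcium signal above about 50% at the single tested concentration, limit read from the data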
# M4 ag = agonists of human muscarinic M4 receptor (CHRM4). activation, % at 3 µM. AID 624127. 360,000 compounds, 0.14% hits. CHO-K1 hM4/Gqi5, Fluo-8 calcium fluorescence; vehicle 0%, full acetylcholine response 100%. P08173;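 active = activation above the run mean over all test wells plus 3 SD, cut at about 32% in these data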;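 note: peak over basal fluorescence ratio per well then scaled between controls; 0% = DMSO wells and 100% = acetylcholine at EC100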
# CHRM1 PAM = positive allosteric modulators of human M1 muscarinic receptor | P11229 | CHO-K1 hM1, Fluo-8 calcium fluorescence, ACh EC20; 0% = ACh EC20, 100% = maximal ACh | activation, % at 3 µM | 360,000 compounds, 0.088% hits; in the data active = activation above about 19%, passing the limit was not always enough
# Target sequence (P11229 whole entry, looked up): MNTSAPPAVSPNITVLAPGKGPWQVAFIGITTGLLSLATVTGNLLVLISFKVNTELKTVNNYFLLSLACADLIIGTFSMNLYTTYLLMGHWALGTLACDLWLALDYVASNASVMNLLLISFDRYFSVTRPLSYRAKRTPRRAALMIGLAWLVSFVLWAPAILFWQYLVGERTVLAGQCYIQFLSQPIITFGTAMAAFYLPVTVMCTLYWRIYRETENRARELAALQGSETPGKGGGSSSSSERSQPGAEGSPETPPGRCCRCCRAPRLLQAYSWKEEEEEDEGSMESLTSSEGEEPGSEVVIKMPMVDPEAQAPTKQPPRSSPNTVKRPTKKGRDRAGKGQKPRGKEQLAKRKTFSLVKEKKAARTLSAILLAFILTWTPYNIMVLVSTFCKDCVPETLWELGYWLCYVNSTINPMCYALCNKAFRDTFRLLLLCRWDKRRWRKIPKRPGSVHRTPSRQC
# CHRM4 antagonist = antagonists of human muscarinic M4 receptor (CHRM4); P08173; 360,000 compounds, 0.73% hits; inhibition, % at 3 µM; CHO-hM4 cells, ACh EC80, Fluo-8 calcium fluorescence;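 active = inhibition above its plate's cutoff, the mean inhibition of sample wells plus 3 SD, cut at about 27% in these data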;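 note: 0% = acetylcholine EC80 with DMSO and 100% = DMSO without agonist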
# CHRM5 antagonist = blocks acetylcholine activation of human M5 receptor; inhibition, % at 3 µM; CHO-hM5 cells, Fluo-8 calcium fluorescence, ACh EC80; 360,000 compounds, 0.59% hits; P08912; AID 624040;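 active = inhibition above a per-plate cutoff, the mean of that plate's test compounds plus 3 SD, cut at about 27% in these data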;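 note: 0% = acetylcholine EC80 with DMSO and 100% = DMSO without agonist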
# CHRM4 PAM = CHRM4 positive allosteric modulation; 360,000 compounds, 0.4% hits; CHO-K1 hM4/Gqi5, Fluo-8 calcium fluorescence, ACh EC20; 0% = ACh EC20, 100% = maximal ACh; AID 624126; P08173; activation, % at 3 µM;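 active = activation above its plate's cutoff, the mean activation of sample wells plus 3 SD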; note: some results filed as inactive read as strong as hits
# CRFR2-BP ag = agonists of human CRF-binding protein/CRF-R2 receptor complex; 350,000 compounds, 0.46% hits; HEK293 CRF-R2/CRF-BP, calcium dye fluorescence (FLIPR); percent of saturating CRF peptide response; activation, % at 13.2 µM;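 active = activation of at least 50%, plus an integration ratio under a set limit after plate pattern correction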;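 note: plate controls were neutral control wells without compound for no effect and CRF at EC100 for full effect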
# CHRM5 PAM = CHRM5 positive allosteric modulation; 360,000 compounds, 0.3% hits; P08912; activation, % at 3 µM; CHO-K1 hM5, Fluo-8 calcium, ACh EC20 PAM; 0% = ACh EC20, 100% = ACh EC100;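 active = activation above the run cutoff, the mean activation of all test compounds plus 3 SD, cut at about 18% in these data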
#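 Assay system: CHO-K1 hM5 cells. Also added: acetylcholine at EC20 concentration, added after compound. Dosing: 3 µM, single dose. Times: compound preincubation 140 s before EC20 acetylcholine addition. Signal: Fluo-8 calcium fluorescence. Measure: % activation relative to EC20 and EC100 ACh responses. Repeats: singlicate, one well per test compound.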
# * marks the source's active call; other numbers are inactive results; / = not tested or not shown.
SMILES,M5 ag,CRFBP-R2 block,M4 ag,CHRM1 PAM,CHRM4 antagonist,CHRM5 antagonist,CHRM4 PAM,CRFR2-BP ag,CHRM5 PAM
COCCn1c(=O)[nH]c2cc(C(=O)NCCN3CCN(c4cccc(Cl)c4)CC3)ccc2c1=O,13,5,4,-2,-7,1,1,0.2,-4
Cn1c(N)c(C(=O)Nc2ccc(-c3ccccc3)cc2)sc1=S,1,3,8,4,-10,10,-3,-1.9,2
O=C(Cc1ccccc1F)Nc1ccccc1-c1ccccc1,-6,-1,1,6,4,8,-1,-2.4,1
Cc1cc(C)c(NC(=O)CSc2nc(=O)n3cc(C)ccc3n2)c(C)c1,3,8,1,4,-10,-2,-5,-0.8,1
S=C(NCc1ccc(Cl)cc1)N1CCN(c2ccccn2)CC1,4,8,1,10,-6,-4,-1,0.5,7
COc1cc(C(=O)NCCc2c[nH]c3ccccc23)ccc1OCc1c(C)noc1C,8,3,16,-7,-7,5,-11,-0.2,-12
O=C(CCSc1ccc(Cl)cc1)N1CCCCCC1,-4,-4,-1,7,2,-6,2,0.8,1
O=C(CCNc1ccc(Cl)c(C(F)(F)F)c1)c1ccco1,-3,-4,3,1,-3,6,-1,-0.8,-6
O=c1oc2cccnc2n1CCS(=O)(=O)c1ccc(F)cc1,-3,-10,1,4,0,-7,-3,0.6,6
COc1ccccc1NC(=S)N(CCc1nc2cc(C)c(C)cc2[nH]1)Cc1cccnc1,-1,-14,0,7,-5,-5,7,-0.1,2
COC(=O)[C@H](CCSC)NC(=O)N1CCN(c2cccc(C(F)(F)F)c2)CC1,-1,7,1,-3,6,15,3,-0.9,-6
O=C(NCc1ccc(Cl)cc1)c1ccc(NC(=O)C2CCCO2)cc1 (configuration not stated),-1,6,1,7,3,11,-2,-0.1,-3
CN1CCN(S(=O)(=O)c2ccc(C(=O)Nc3ccccc3)cc2)CC1,-2,-12,1,6,1,4,0,-3.5,-3
O=C(C1CCCN(S(=O)(=O)c2ccccc2)C1)N1CCN(c2ccccc2)CC1 (configuration not stated),-2,-15,5,7,-13,-12,3,0.0,5
CNC(=O)NC(=O)C(NC1CCCc2ccccc21)c1ccccc1 (configuration not stated),-4,-8,0,8,-8,9,-2,4.4,-4
O=C1CC(c2cccs2)Sc2nc3ccccc3n21 (configuration not stated),-2,-17,0,4,-2,5,-1,2.6,1
C[C@H](NS(=O)(=O)c1ccc2c(c1)OCCCO2)C(=O)N1CCN(c2ccc(F)cc2)CC1,7,1,8,6,6,10,2,-0.8,-9
CCOC(=O)c1ccc(S(=O)(=O)N2CCNCC2)cc1,0,6,0,13,-6,7,16,1.2,-1
CSc1nc2ccc(NC(=O)c3ccccn3)cc2s1,-2,-2,2,6,-15,4,-3,1.0,0
CC1CCN(S(=O)(=O)c2ccc3c(c2)N(CC(=O)NCCCN2CCCCC2C)C(=O)CS3)CC1 (configuration not stated),-9,-10,0,-5,6,-7,-3,0.3,2
COc1ccc(NS(=O)(=O)c2cc(NC(=O)CCSc3ccccc3)ccc2OC)cc1,7,-44,12,3,5,1,-12,-0.3,-6
O=C(Cn1c(C(=O)N2CCN(C3CCCCC3)CC2)cc2sccc21)c1ccccc1,-1,-34,8,-4,2,1,-3,0.7,-2
COC(=O)Nc1cc(C)n(-c2ccccc2)n1,3,-13,1,9,3,3,-6,1.4,8
CCNc1ccc(S(=O)(=O)N(C)C)cc1NCC(=O)Nc1c(F)cccc1F,1,-9,2,4,-8,-6,9,-1.4,4
COc1cccc(C(=O)c2c(-c3ccccc3)ncc3cc(OC)c(OC)cc23)c1,0,3,3,-4,7,5,-6,-1.4,3
COc1ccc(CN2CCNC(=O)C2CC(=O)N(C)CCC2CCOCC2)cc1OC (configuration not stated),-2,-6,0,6,6,0,-6,2.1,-3
CC(C(=O)NC1CCCC1)N1CCN(Cc2ccccc2)CC1 (configuration not stated),-8,11,0,7,7,7,-7,1.0,1
O=[N+]([O-])c1ccc(S(=O)(=O)Nc2nc3ccccc3nc2Nc2ccccc2)cc1,0,-25,2,-2,-1,-6,7,2.8,2
CCOc1cc(C2C(C#N)=C(N)Oc3n[nH]c(-c4ccncc4)c32)cc([N+](=O)[O-])c1O (configuration not stated),0,-10,1,16,6,1,-1,-2.2,2
O=C(NCc1ccccc1)c1cccc(NC(=O)c2ccco2)c1,2,-30,4,12,6,1,4,-0.9,-2
CN(CC(=O)Nc1ccc(F)c(F)c1F)C(=O)C1=COCCO1,-3,12,0,1,-1,8,-5,-1.0,-2
C#CCOCCOCCOCCNc1nc(N2CCN(C(=O)[C@H](CCCCN)n3cc(C(N)[C@H](C)CC)nn3)CC2)nc(N2CCN(C(=O)[C@H](CCC(=O)O)n3cc(C(N)[C@H](C)CC)nn3)CC2)n1 (some centres not stated),1,-3,3,8,-4,7,8,-0.9,2
CCOC(=O)COc1ccc(S(=O)(=O)NCCC2=CCCCC2)cc1,1,5,2,-7,-2,-1,2,-3.9,-2
Cc1cccc(-n2ncc3c2CCCC3NC(=O)CCN2Cc3ccccc3C2=O)c1C (configuration not stated),-3,24,4,-2,-2,-6,-5,-11,-5
CC1CC1C(=O)Nc1nc2ccc(S(C)(=O)=O)cc2s1 (configuration not stated),-4,4,0,7,6,16,-8,-0.2,-2
CC(=O)O[C@H]1C[C@@H]2CC[C@@H]3[C@H](CC[C@@]4(C)[C@H]3C[C@H]([N+]3(C)CCCCC3)[C@@H]4OC(C)=O)[C@@]2(C)C[C@@H]1[N+]1(C)CCCCC1,-1,-6,1,-5,20,0,-17,0.8,2
Cn1cccc1C(=O)NC1CCCCCC1,3,4,1,7,0,-3,14,-2.4,4
COc1ccc(C)cc1NC(=O)CSc1nnc(-c2ccccn2)n1Cc1ccco1,-5,-15,-1,2,-7,-5,-2,-1.1,3
CCc1ccccc1NC(=O)CN1CCN(C(=O)CNC(=O)c2ccc(-c3ccccc3)cc2)CC1,6,0,18,-10,11,11,-7,-0.4,-21
Cc1c(C(=O)O)oc2ccc(S(=O)(=O)N3CCC(C)CC3)cc12,-1,-2,1,12,1,10,11,2.4,-1
COC(=O)C1=C(C(=O)OC)[C@]2([C@@H]3CCCCN[C@@H](Cc4ccccc4)C(=O)N3Cc3ccccc3)C=C[C@H]1O2,-2,8,2,-8,10,2,4,2.4,-5
CCOc1ccc2nc(NC(=O)CSC3=NCCS3)sc2c1,0,-6,3,-3,11,2,-8,-0.5,0
O=C(O)CC(NS(=O)(=O)c1ccc(Br)cc1)c1ccco1 (configuration not stated),4,15,1,4,1,0,1,-1.0,5
COc1ccc(N2CCN(CC(=O)Nc3c(C)cccc3C)CC2)cc1,1,0,2,5,-10,8,7,-2.5,-3
CC(C)c1nc2sc3c(NCc4ccccc4)ncnc3c2c2c1COC(C)(C)C2,-3,2,0,1,-10,-6,-1,2.6,1
CCCCc1ccc(N/C(N)=N/c2nc(C)cc(C)n2)cc1,51*,-81,114*,-28,87*,77*,-18,102*,-30
O=C(Nc1ccc2oc(-c3cccc(F)c3)nc2c1)c1ccccc1F,-1,5,0,7,2,9,7,-1.7,-2
CCC(=O)Nc1nnc(S(=O)(=O)N(CC)c2ccc(Cl)cc2)s1,-3,14,3,2,5,21,-6,-2.4,-11
CCOC(=O)c1ccc2c(c1)N(CC)C(=O)c1ccccc1S2,-4,10,0,11,-5,6,-3,-0.5,-2
Cc1cccc(C(O)c2ncc(-c3ccc(C(F)(F)F)cc3)[nH]2)c1C (configuration not stated),-2,/,1,1,-27,-4,10,/,1
# (listing goes on)
SMILES,M5 ag,CRFBP-R2 block,M4 ag,CHRM1 PAM,CHRM4 antagonist,CHRM5 antagonist,CHRM4 PAM,CRFR2-BP ag,CHRM5 PAM
O=C(NCc1ccccc1)c1cccc(NC(=O)c2ccccc2)c1,1,-22,8,9,-11,4,-5,-3.0,-9
O=C(O)Cc1ccc(N=Nc2c(O)c(C(=O)O)cc3ccccc23)cc1,-2,7,0,14,3,4,-3,0.5,4
COC(=O)C(CC(=O)Nc1cc(C)ccc1C)Nc1ccccc1OC (configuration not stated),-1,70*,1,5,-2,-9,0,-0.7,9
Cc1cc(C)c2c3c(sc2n1)C(c1ccccc1)C(C#N)=C(N)O3 (configuration not stated),-2,7,0,2,4,5,5,1.9,4
CC(C)(C)c1ccc(S(=O)(=O)N2CCC(NC(=O)c3ccco3)CC2)cc1,1,3,1,0,-3,-4,-2,-0.7,-1
Cc1cc(NS(=O)(=O)c2ccc(NC(=O)COc3ccccc3[N+](=O)[O-])cc2)no1,-2,-21,2,1,0,3,-3,-1.1,-4
CNc1nc(C)nc(-c2ccccc2O)n1,1,-1,2,13,-6,3,5,-0.2,4
CC(=O)c1c(C)[nH]c(C(=O)NNC(=O)COc2cc(C)ccc2C(C)C)c1C,-1,-7,4,8,3,10,3,1.5,-6
Cc1cc(N2CCOCC2)nc(-c2ccc([N+](=O)[O-])cc2)n1,0,12,0,2,-2,-5,10,-0.3,5
Cc1ccc(-n2c(C)cc(C(=O)COC(=O)c3c(C)noc3C)c2C)cc1,-5,26,-1,-16,13,12,-22,0.9,-13

# Complete entries as entered above. Order of screens: M5 ag | CRFBP-R2 block | M4 ag | CHRM1 PAM | CHRM4 antagonist | CHRM5 antagonist | CHRM4 PAM | CRFR2-BP ag | CHRM5 PAM
# O=C(O)Cc1ccc(N=Nc2c(O)c(C(=O)O)cc3ccccc23)cc1 reads -2 | 7 | 0 | 14 | 3 | 4 | -3 | 0.5 | 4
# Cc1cc(NS(=O)(=O)c2ccc(NC(=O)COc3ccccc3[N+](=O)[O-])cc2)no1 reads -2 | -21 | 2 | 1 | 0 | 3 | -3 | -1.1 | -4
# Cc1cc(N2CCOCC2)nc(-c2ccc([N+](=O)[O-])cc2)n1 reads 0 | 12 | 0 | 2 | -2 | -5 | 10 | -0.3 | 5
# Cc1ccc(-n2c(C)cc(C(=O)COC(=O)c3c(C)noc3C)c2C)cc1 reads -5 | 26 | -1 | -16 | 13 | 12 | -22 | 0.9 | -13

# (cont.)
SMILES,M5 ag,CRFBP-R2 block,M4 ag,CHRM1 PAM,CHRM4 antagonist,CHRM5 antagonist,CHRM4 PAM,CRFR2-BP ag,CHRM5 PAM
S=C(NCC1CCCO1)Nc1cccc(Cl)c1 (configuration not stated),-1,3,1,9,-10,2,3,-1.9,1
COc1ccc(C(=O)NCc2cn3ccsc3n2)cc1OC,-1,30,1,-10,-5,5,-3,-1.8,-6
COC(=O)c1sccc1NC(=O)c1cccs1,-1,-1,1,13,-4,-2,-3,-0.7,9
Nn1cnnc1N/N=C/c1cc(Br)cc(Br)c1O,1,3,1,12,1,0,3,3.9,1
O=c1[nH]c2cc(NCCO)c([N+](=O)[O-])cc2[nH]1,-3,-2,1,-3,-2,-7,-4,0.0,-1
C/C(=N\NC(=O)c1ccccn1)C12CC3CC(CC(C3)C1)C2,2,-15,2,-3,7,1,4,0.8,4
COc1ccc(C(=O)Nc2cc3c(cc2C#N)OCO3)cc1S(=O)(=O)N1CCN(C)CC1,1,20,3,8,-5,0,-4,-2.4,-5
CCOC(=O)NC(=O)C(=CNc1ccccc1OC)C(=O)NC(=O)OCC,-3,16,1,14,6,5,-1,-1.5,3
Cc1cc(O)ccc1N=Cc1c(C(F)(F)F)[nH][nH]c1=O,1,-13,0,4,-2,-11,1,-0.3,4
O=C(O)CCC(=O)Nc1sc2c(c1C(=O)NC1CCCC1)CCCC2,0,-25,1,-2,-5,-1,1,0.4,1
CCOc1ccccc1CN1CCNC(=O)C1CC(=O)NC1CCCCCCC1 (configuration not stated),-6,-20,2,3,1,6,-10,-0.3,-3
Fc1ccc(NC(=S)NCCc2ccc(Cl)cc2)cc1,2,9,5,-8,2,19,-10,0.5,-13
